ELG1 genotoxic: induces genotoxicity in HEK293T cells with luciferase-tagged ELG1; HEK293T ELG1-luciferase reporter, luminescence, 16 h; AID 504466; Potency, µM (series often up to 46 µM), without a hit: top-dose activity change, positive = activation, usual class: activators; hit rate 1.3% among 330,000; note: potency is the fitted concentration of half-maximal effect; % of control where 0% means no effect; nearly all actives have a fitted effect of over 60% in size
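Genotoxic stress is detected as increased luminescence from luciferase-tagged ELG1 in HEK293T cells, measured with ONE-Glo after a 16 hr treatment at 37 °C.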
FLuc modulator: inhibits or activates purified firefly luciferase, miR-21 counter-screen | hit rate 6.9% among 360,000 | P08659 | Potency, µM (titrated, usually from 57.5 µM), for inactives: at the top dose activity change, negative = inhibition, most hits filed as inhibitors | purified FLuc, Km substrates, luminescence inhibition;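 note: potency is the fitted concentration of half-maximal effect; plate controls were vehicle for no effect and reference inhibitor for full effect; nearly all actives have a fitted effect of over 55% in size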
Target sequence (P08659 whole entry, looked up): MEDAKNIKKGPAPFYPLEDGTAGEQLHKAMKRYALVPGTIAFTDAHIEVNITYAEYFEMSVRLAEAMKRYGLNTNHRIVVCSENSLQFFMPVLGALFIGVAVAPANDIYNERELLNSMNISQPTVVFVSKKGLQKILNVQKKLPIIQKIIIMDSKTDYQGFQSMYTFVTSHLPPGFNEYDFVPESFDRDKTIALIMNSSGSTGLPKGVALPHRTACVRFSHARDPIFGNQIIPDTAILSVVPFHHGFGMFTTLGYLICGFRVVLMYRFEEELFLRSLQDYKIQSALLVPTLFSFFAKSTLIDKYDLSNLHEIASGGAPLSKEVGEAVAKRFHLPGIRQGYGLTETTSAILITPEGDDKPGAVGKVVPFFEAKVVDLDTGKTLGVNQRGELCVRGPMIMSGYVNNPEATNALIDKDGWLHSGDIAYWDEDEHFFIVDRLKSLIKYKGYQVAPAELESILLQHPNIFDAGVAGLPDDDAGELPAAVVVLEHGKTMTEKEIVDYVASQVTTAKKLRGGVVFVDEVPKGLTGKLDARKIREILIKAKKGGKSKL
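Biochemical qHTS of compounds, final roughly 60 µM downward over six points, against 10 nM purified firefly luciferase using Km concentrations of substrates (10 uM D-luciferin, 10 uM ATP) in Tris acetate pH 7.5 buffer; luminescence output.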
Giardia killer: kills Giardia lamblia. Giardia lamblia trophozoite viability. activity change, % at 7.66 µM, hits read low. hit rate 0.15% among 340,000. AID 540267; in the data active = activity change below about -80%; inconclusive = between about -30% and that limit;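 note: parasites exposed to compound for two days anaerobically before the ATP read; % is set by controls: 0 for no effect and ±100 for the full control effect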
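Trophozoites 100 cells/well + cpd; 48 hrs, 37 deg C, anaerobic. ATPLite 1-Step added, 15-30 min RT, luminescence read (ATP-based viability).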
NPC1 prom act: activators of NPC1 promoter; Huh7 NPC1 promoter luciferase reporter, 24 h; Potency, µM (titrated, usually from 9.22 µM), without a hit: at the highest dose activation, usual class: activators; hit rate 2.4% among 320,000;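 note: potency is the fitted concentration of half-maximal effect; % of control where 0% means no effect; nearly all actives have a fitted effect of over 60% in size; reporter is driven by a mutant NPC1 promoter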
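Stably transfected Huh7 (NPC1 promoter→luciferase), 1500 cells/well in Opti-MEM + 10% FBS, 2 h settle, then compound 24 h at 37 °C. Luminescence after 10 min with Amplite reagent.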
Tb PFK block: T. brucei PFK enzyme inhibition. O15648. hit rate 0.17% among 330,000. Potency, µM (doses to about 57.5 µM), for inactives: at the highest dose activity, negative = inhibition, hits mostly inhibitors. T. brucei PFK, ADP-Glo luminescence;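 note: potency is the fitted concentration of half-maximal effect; 0% = uninhibited 1x PFK enzyme wells and -100% = no-enzyme wells; nearly all actives have a fitted effect of over 60% in size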
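Activity is normalized to no-enzyme wells (full inhibition) and 1.25 nM enzyme wells (no inhibition). Reaction: 0.5 mM F6P, 0.1 mM ATP, 45 min RT, ADP-Glo luminescence; concentration-response curves fitted and classed by quality.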
Rab9 promoter act: Rab9 promoter activation; Huh7 Rab9 promoter-luciferase reporter, luminescence, 24 h; Potency, µM (series often up to 9.22 µM), without a hit: top-dose activation, negative = inhibition, actives largely listed as activators; hit rate 2.8% among 320,000; note: potency is the fitted concentration of half-maximal effect; % of control where 0% means no effect; nearly all actives have a fitted effect of over 60% in size
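Using Huh7 cells stably transfected with Rab9 promoter–luciferase, compounds were incubated 24 h at 37 °C, 5% CO2; luciferase luminescence was read 10 min after reagent addition.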
RORgamma inh: blocks mouse ROR gamma transcriptional activity; P51450; Drosophila S2 Gal4-RORgamma UAS-luciferase reporter, 20 h; Potency, µM (titrated, usually from 53.6 µM), without a hit: at the top dose activity change, negative = inhibition, usual class: inhibitors; hit rate 5.4% among 310,000; AID 2551; note: potency is the fitted concentration of half-maximal effect; % is set by controls: 0 for no effect and ±100 for the full control effect; nearly all actives have a fitted effect of over 60% in size
Target sequence (P51450 whole entry, looked up, the tested form may be a part): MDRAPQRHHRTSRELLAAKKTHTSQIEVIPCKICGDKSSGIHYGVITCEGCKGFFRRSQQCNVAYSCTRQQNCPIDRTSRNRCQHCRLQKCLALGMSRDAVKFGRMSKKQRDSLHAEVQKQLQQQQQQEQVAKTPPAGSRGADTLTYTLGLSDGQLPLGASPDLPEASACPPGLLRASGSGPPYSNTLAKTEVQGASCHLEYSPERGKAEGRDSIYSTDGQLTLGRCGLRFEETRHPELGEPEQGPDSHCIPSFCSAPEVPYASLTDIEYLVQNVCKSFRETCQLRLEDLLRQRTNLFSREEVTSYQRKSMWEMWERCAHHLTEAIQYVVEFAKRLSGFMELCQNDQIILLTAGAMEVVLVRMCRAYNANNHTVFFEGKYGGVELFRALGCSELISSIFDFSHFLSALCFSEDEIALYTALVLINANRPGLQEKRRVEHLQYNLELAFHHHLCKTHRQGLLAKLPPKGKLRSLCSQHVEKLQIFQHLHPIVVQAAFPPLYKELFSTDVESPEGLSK
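Stable Schneider cell line, Gal4 DNA-binding domain fused to ROR gamma, UAS-luciferase. Cmpd 1 hr RT → CuSO4 700 uM final → 20 hr RT → luciferase reagent 10 min → luminescence.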
uPA surface inh: cell surface uPA generation inhibition. cell surface uPA generation assay, qHTS. Potency, µM (doses to about 38.3 µM), for the others: top-dose activity change, negative = inhibition, usual class: inhibitors. hit rate 0.31% among 330,000; active = well fitted inhibition curve with a large enough effect; inconclusive = small, poorly fitted or top-dose-only effect; inactive = no such curve, though single readings can be large or run the other way; tested in mouse RAW 264.7 cells; note: potency is the fitted concentration of half-maximal effect; % is set by controls: 0 for no effect and ±100 for the full control effect; nearly all actives have a fitted effect of over 55% in size
FBPA coupling cs: counter-screen for Giardia aldolase inhibitors: coupling enzyme system; coupling enzyme system counterscreen, AmpLite Red fluorescence; activity change, negative = inhibition, % at 58.2 µM, hits read low; hit rate 0.67% among 290,000; in the data active = activity change below about -30%; note: % is set by controls: 0 for no effect and ±100 for the full control effect
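Fluorescence at 525 nm excitation and 598 nm emission measured inhibition of the coupled detection system without aldolase. Compounds (at 57.5 uM final) were preincubated 10 min at room temperature with coupling enzyme reagent before a 20 min substrate/AmpLite Red step.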
Gal4-VP16 FLuc: Gal4-VP16 reporter inhibition counter-screen; Drosophila S2 Gal4-VP16 UAS-luciferase, luminescence, 20 h; Potency, µM (highest dose often 53.6 µM), inactives show at the highest dose activity, negative = inhibition, actives largely listed as inhibitors; hit rate 3.5% among 310,000; AID 2546;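 note: Gal4-VP16 expression switched on by copper sulfate through the metallothionein promoter; potency is the fitted concentration of half-maximal effect; % is set by controls: 0 for no effect and ±100 for the full control effect; nearly all actives have a fitted effect of over 50% in size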
KCNH2 3.1 block: inhibitors of human KCNH2 3.1 potassium channel isoform. hit rate 0.95% among 340,000. activity change, % (tested at about 1.8 µM). U2OS KCNH2 3.1, thallium flux FluxOr; hits give low values;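 active = maximum activity change below -70%; inconclusive = maximum activity change from -70% to -50%; inactive = maximum activity change above -50%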;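 note: thallium influx rate constant from kinetic fluorescence after stimulation buffer; % is set by controls: 0 for no effect and ±100 for the full control effect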
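Measured as rate of thallium-driven FluxOr signal in transduced U2OS cells carrying the 3.1 channel, read kinetically for 2 min upon stimulation; values are rate constants scaled to DMSO control wells.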
An asterisk follows results filed as active; ? = inconclusive; / = not tested or not shown; & = joins results of further samples; [ ] = remark or other dose. Unless noted, calls come from the whole dose curve; as a rule, active = well fitted curve in the direction sought with a large enough effect; inconclusive = small, poorly fitted or top-dose-only effect, or another doubt; inactive = no such curve, though single readings can be large; an effect the other way counts as inactive or inconclusive.

SMILES | ELG1 genotoxic | FLuc modulator | Giardia killer | NPC1 prom act | Tb PFK block | Rab9 promoter act | RORgamma inh | uPA surface inh | FBPA coupling cs | Gal4-VP16 FLuc | KCNH2 3.1 block
COc1ccc(C(=O)NCC(=O)NC2=NCCS2)cc1 | 0% | -2% | -14 | -7% | 1% | -1% | -1% | -5% | 3 | 10% | 8
CCSc1nnc(-c2ccc(S(=O)(=O)NCc3cccs3)cc2)o1 | 1% | 4% | 7 | 9% | 0% | 8% | 31% | -2% | 4 | 23% | 2
O=C(Nc1ccccc1C(F)(F)F)c1cnccn1 | 3% | -2% | 4 | -7% | -1% | -1% | / | -1% | 2 | / | -16
O=C(NC1CCCCC1)C(c1cccs1)N(CCCN1CCOCC1)C(=O)c1ccc(-c2ccccc2)[nH]1 (centres undefined) | 0% | -14% | -19 | 12% | 0% | 14% | 0% | -2% | -6 | ? | -35
CCC1C(=O)NCCN1C(=O)c1cc(COc2cc(C)ccc2C)on1 (centres undefined) | 0% | 2% | 2 | 0% | -2% | 3% | 22% | 1% | 1 | 21% | -2
O=C1C2CCCN2C(c2ccc(Cl)cc2)N1c1nccs1 (centres undefined) | 3% | -4% | 12 | 0% | -5% | 0% | 13µM* | 0% | 6 | -22% | -3
O=C(CSc1nc2c(cnn2-c2ccccc2)c(=O)[nH]1)N1CCOCC1 | 1% | 0% | -9 | 0% | 2% | -2% | -14% | -3% | -1 | 6% | 7
CCOc1ncccc1C(=O)OCC(=O)c1c[nH]c2ccccc12 | -1% | ? | ? | 12% | 2% | 17% | / | 10% | / | / | -4
CC(C)CCN1CCN(Cc2nc3ccccc3s2)CC1CCO (centres undefined) | -5% | 3% | 1 | -3% | 3% | -2% | -2% | 3% | 6 | -4% | 0
COC(CNC(=S)Nc1ccc([N+](=O)[O-])cc1)OC | 2% | ? | 1 | 4% | ? | 4% | -15% | -4% | -1 | 16% | 5
O=C(CN1CCN(c2ccccc2F)CC1)c1ccc(O)c(O)c1 | 8% | 1% | -18 | -17% | -12% | 4% | 9% | -21% | 1 | -3% | -2
COC(=O)c1cc(OC)c(OC)cc1NC(=O)CN1C(=O)c2ccccc2C1=O | 8% | 3% | -8 | -1% | -3% | -1% | 29% | / | 9 | -8% | 5
CC(C)CNS(=O)(=O)c1ccc(S(=O)(=O)N2CCC3(CC2)OCCO3)cc1 | 1% | 2% | -11 | -2% | ? | -5% | 21% | -7% | 4 | -9% | 14
CCCCc1cc(=O)oc2cc(OCC(=O)N3CCOCC3)ccc12 | 4% | 5% | -4 | ? | -1% | 16% | 14% | -1% | -2 | -1% | 7
CCc1cc(C(=O)N2CCN(c3ccccc3OC)CC2)sc1C | -1% | 2% | 23 | -1% | 0% | 0% | 3% | 1% | 1 | -3% | -2
Cc1ccc(N2C(=O)NC(NS(=O)(=O)c3ccc(C)cc3)(C(F)(F)F)C2=O)cc1 (centres undefined) | -2% | 0% | 10 | -1% | 0% | -2% | -2% | 0% | -3 | -8% | 9
CCc1ccc2[nH]c(=O)c(CN(Cc3ccccc3OC)C(=O)Nc3ccccc3OC)cc2c1 | -15% | -1% | -1 | -7% | -1% | -5% | 3% | / | -3 | -4% | -30
CO/N=C/c1ccc(Oc2ccc(C)cc2)c([N+](=O)[O-])c1 | 6% | ? | 8 | 22% | 7% | 8% | ? | -2% | 0 | ? | 7
O=C(O)c1nn(CC(=O)N2CCN(S(=O)(=O)c3ccc(Cl)cc3)CC2)c(=O)c2ccccc12 | 3% | -1% | 25 | 1% | -16% | -5% | 8% | 2% | 3 | -5% | -20
COc1ccc(C2=CC(=O)CC(c3ccc(OC)cc3)C2)cc1 (centres undefined) | 1% | -17% | -4 | -3% | 2% | 11% | 38% | 1% | 2 | -16% | 5
O=C(CN1C(=O)c2ccccc2S1(=O)=O)Nc1cccnc1 | 4% | -14% | 7 | -3% | 1% | 1% | -18% | -1% | 0 | 6% | -2
COc1ccc(NC(=O)Cc2c(SC)c3ccccc3n2Cc2ccccc2)cc1 | 2% | -3% | -14 | -2% | -6% | -2% | ? | 0% | -1 | ? | -2
O=C(CN1C(=O)CSC1=O)N1CCCC(Nc2ccc(F)cc2)C1 (centres undefined) | 0% | 1% | -16 | 2% | -7% | 12% | 18% | 0% | / | -10% | 14
O=C(COC(=O)Cn1cnc2ccccc21)Nc1ccc(OC(F)F)cc1 | 3% | / | -22 | / | -4% | / | / | -10% | / | / | -7
CC1CCCN(C(C(=O)Nc2ccc3c(c2)OCO3)c2ccccc2)C1 (centres undefined) | -7% | 1% | 4 | -1% | 3% | 4% | 4% | 6% | 3 | 7% | 12
CCCNC(=O)C1CCN(S(=O)(=O)c2ccc(-c3nn[nH]n3)cc2)CC1 | 11% | 8% | -5 | -2% | 2% | -5% | 26% | -23% | 12 | 1% | 12
Cc1ccc(-c2nc3n(n2)Cc2ccccc2-3)cc1 | ? | 0.3µM* | ? | 3.5µM* | -4% | 3.2µM* | ? | -9% | -12 | 10µM* | -13
O=C(NCc1cccnc1)c1ccc(NS(=O)(=O)c2ccc(F)cc2)cc1 | 1% | -2% | -8 | -6% | 1% | 9% | 6% | -3% | / | -6% | 24
CC(=O)Oc1ccc(C(=O)Nc2cc(NC(=O)c3ccc(OC(C)=O)cc3)cc(C(=O)NC(C)(C)C)c2)cc1 | 2% | ? | -15 | 1% | -3% | -2% | -15% | -1% | 0 | ? | -6
Cc1ccc(-c2nn(-c3ccccc3Cl)cc2C(=O)NCC2CCCO2)cc1 (centres undefined) | -12% | -12% | -29 | -4% | -1% | -3% | / | -25% | / | / | 23
Cc1ccc(CCN2CC(C(=O)NCCCN3CCCCC3)CC2=O)cc1 (centres undefined) | -2%[9.26 µM] | 0% | ? | 0% | 0% | 0% | -6% | 3% | 4 | -3% | 10
CCC(=O)Nc1ccc2c(c1)nc(CN1CCCCC1)n2C | 3% | -1% | 9 | -5% | -1% | -1% | -6% | -8% | -1 | 12% | ?
Cc1nn2c(-c3ccc(Cl)cc3Cl)nnc2s1 | 2% | 5% | 17 | -1% | 3% | -9% | 2% | 0% | 3 | -12% | -8
CCN(CC)CCOC(=O)C1(c2ccc([N+](=O)[O-])cc2)CCCC1 | 12% | 0% | 5 | -4% | -4% | -1% | -13% | 6% | 2&2 | 2% | -9
O=C(Nc1ccccc1Cl)C1CC(=O)N(Cc2ccco2)C1 (centres undefined) | 0% | 0% | 0 | 0% | -2% | -2% | / | 8% | / | / | 0
CCOC(=O)C1(CCOc2ccccc2)CCN(Cc2ccc(F)c(OC)c2)CC1 | -6% | 12% | -12 | -5% | 5% | -2% | ? | -3% | 1 | -22% | ?
CC(=C\c1ccccc1)/C=C1/SC(=S)N(CCC(=O)O)C1=O | 4% | 21µM* | 32[activator] | -2% | 0% | -4%[1.84 µM] | 0% | 3% | 9 | 2% | 24
CCn1cc(/C=C(\NC(=O)c2ccc(OC)c(OC)c2)C(=O)N2CCOCC2)c2ccccc21 | 1% | -2% | 25 | 0% | 3% | -2% | -29% | 3% | 3 | 6% | 9
COc1ccc(C2=NN(C(=O)c3cccs3)C(c3ccccc3OC)C2)cc1OC (centres undefined) | 5% | -4% | ? | -2% | 1% | -4% | -18% | 4% | -2 | 1% | -3
CCOC(=O)/C(=C/c1ccco1)NC(=O)c1ccc(Br)o1 | 1% | 0% | 15 | -1% | -3% | 0% | -11% | -5% | 1 | -14% | 7
CCOC(=O)C(O)(CC(=O)Nc1ccc(Cl)cc1Cl)C(F)(F)F (centres undefined) | 1% | 5% | -12 | 0% | -2% | -4% | -24% | 4% | 5 | -13% | 8
O=C(/C=C/c1cccc(F)c1)OCC(=O)N1CCCc2ccccc21 | 3% | -1% | 9 | 1% | 3% | -7% | / | 1% | / | / | 1
Cc1sc2nc3n(c(=O)c2c1C)CCCS3 | 6% | -10% | 11 | -2% | 0% | 3% | 26% | 0% | 2 | 15% | 3
Cn1cccc1-c1nc2ccc([N+](=O)[O-])cc2[nH]1 | ? | 12µM* | -8 | 2.8µM* | -1% | 2.2µM* | 6% | -3% | -16 | 11% | 23
Cn1c(=O)oc2cc(S(=O)(=O)NCc3ccccc3)ccc21 | 3% | 2% | 1 | -1% | 1% | 25% | 17% | 5% | 2 | -2% | 4
Cc1n[nH]c(=O)c2c(NC(=O)CSc3ncccn3)oc(C)c12 | -2% | 6% | -7 | -1% | 1% | -4% | / | 1% | / | / | 22

Screens as filed in PubChem.
